Source: PubChem BioAssay
CRFR2-BP antag = blocks CRF-induced signaling of the CRF-BP/CRF-R2 complex; inhibition, % at 11.8 µM; HEK293 CRF-R2/CRF-BP, CRF-induced calcium fluorescence; 350,000 compounds, 0.59% hits;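 active = inhibition of the ligand-induced calcium signal above about 50% at the single tested concentration, limit read from the data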
CRFBP-R2 agonist = agonists of human CRF-binding protein/CRF-R2 receptor complex; HEK293 CRF-R2/CRF-BP, calcium dye fluorescence (FLIPR); percent of saturating CRF peptide response; activation, % at 13.2 µM; 350,000 compounds, 0.46% hits; AID 588473;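 active = activation of at least 50%, plus an integration ratio under a set limit after plate pattern correction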;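 also: plate controls were neutral control wells without compound for no effect and CRF at EC100 for full effect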
CHRM5 antagonist = CHRM5 antagonism in calcium assay. P08912. CHO-hM5 cells, Fluo-8 calcium fluorescence, ACh EC80. inhibition, % at 3 µM. 360,000 compounds, 0.59% hits;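 active = inhibition above a per-plate cutoff, the mean of that plate's test compounds plus 3 SD, cut at about 27% in these data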;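 also: 0% = acetylcholine EC80 with DMSO and 100% = DMSO without agonist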
Target sequence (P08912 whole entry, looked up): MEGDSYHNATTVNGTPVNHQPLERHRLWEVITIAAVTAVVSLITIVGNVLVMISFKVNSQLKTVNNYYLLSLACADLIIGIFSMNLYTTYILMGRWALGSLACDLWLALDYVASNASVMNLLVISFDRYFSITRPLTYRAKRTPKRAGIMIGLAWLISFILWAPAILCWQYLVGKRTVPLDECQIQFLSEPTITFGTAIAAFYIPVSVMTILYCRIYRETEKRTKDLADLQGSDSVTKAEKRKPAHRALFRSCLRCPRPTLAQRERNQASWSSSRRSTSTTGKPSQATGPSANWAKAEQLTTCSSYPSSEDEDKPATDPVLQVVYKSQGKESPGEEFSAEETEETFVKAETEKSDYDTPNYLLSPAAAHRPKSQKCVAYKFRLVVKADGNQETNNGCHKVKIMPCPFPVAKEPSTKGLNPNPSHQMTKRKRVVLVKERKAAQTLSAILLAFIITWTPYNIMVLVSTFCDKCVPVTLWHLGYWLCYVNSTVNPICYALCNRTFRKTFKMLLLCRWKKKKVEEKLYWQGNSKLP
CHRM5 agonist = agonists of human muscarinic M5 receptor (CHRM5). CHO-K1 hM5 cells, Fluo-8 calcium fluorescence; 0% DMSO wells, 100% maximal acetylcholine response. AID 624037. P08912. activation, % at 3 µM. 360,000 compounds, 0.19% hits;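 active = activation above the run's mean over test compounds plus 3 SD, cut at about 23% in these data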;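 also: signal is peak over basal fluorescence ratio across the kinetic read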
M4 ag = agonists of human muscarinic M4 receptor (CHRM4) | CHO-K1 hM4/Gqi5, Fluo-8 calcium fluorescence; vehicle 0%, full acetylcholine response 100% | 360,000 compounds, 0.14% hits | activation, % at 3 µM;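 active = activation above the run mean over all test wells plus 3 SD, cut at about 32% in these data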;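 also: peak over basal fluorescence ratio per well then scaled between controls; 0% = DMSO wells and 100% = acetylcholine at EC100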
Target sequence (P08173 whole entry, looked up): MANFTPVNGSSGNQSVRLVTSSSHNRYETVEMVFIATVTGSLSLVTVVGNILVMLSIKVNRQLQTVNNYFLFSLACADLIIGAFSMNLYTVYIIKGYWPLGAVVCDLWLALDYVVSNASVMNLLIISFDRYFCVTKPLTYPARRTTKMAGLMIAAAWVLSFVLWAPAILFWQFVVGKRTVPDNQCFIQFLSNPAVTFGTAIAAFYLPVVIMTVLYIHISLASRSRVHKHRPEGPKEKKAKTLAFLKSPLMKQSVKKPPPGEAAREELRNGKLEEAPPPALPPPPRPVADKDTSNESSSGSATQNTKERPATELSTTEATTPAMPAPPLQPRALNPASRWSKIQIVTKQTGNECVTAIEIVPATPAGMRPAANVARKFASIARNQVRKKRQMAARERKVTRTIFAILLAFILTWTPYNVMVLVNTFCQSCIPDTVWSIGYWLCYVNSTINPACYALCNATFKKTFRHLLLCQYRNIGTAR
M4 antag = antagonists of human muscarinic M4 receptor (CHRM4); P08173; CHO-hM4 cells, ACh EC80, Fluo-8 calcium fluorescence; 360,000 compounds, 0.73% hits; inhibition, % at 3 µM;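 active = inhibition above its plate's cutoff, the mean inhibition of sample wells plus 3 SD, cut at about 27% in these data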;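 also: 0% = acetylcholine EC80 with DMSO and 100% = DMSO without agonist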
CHRM5 PAM = positive allosteric modulators of human muscarinic M5 receptor; P08912; CHO-K1 hM5, Fluo-8 calcium, ACh EC20 PAM; 0% = ACh EC20, 100% = ACh EC100; activation, % at 3 µM; 360,000 compounds, 0.3% hits; AID 624038;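 active = activation above the run cutoff, the mean activation of all test compounds plus 3 SD, cut at about 18% in these data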
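system = human M5 receptor in CHO-K1 cells | compound = one concentration, 3 µM final (nominal) | schedule = Post-acetylcholine fluorescence recording 140 s | signal = Fluo-8 calcium dye fluorescence, kinetic read | benchmarks = low control EC20 acetylcholine (0%), high control EC100 acetylcholine (100%) | repeats = singlicate, one well per test compound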
M1 PAM = human CHRM1 positive allosteric modulation; 360,000 compounds, 0.088% hits; CHO-K1 hM1, Fluo-8 calcium fluorescence, ACh EC20; 0% = ACh EC20, 100% = maximal ACh; activation, % at 3 µM; P11229; in the data active = activation above about 19%, passing the limit was not always enough
CHRM4 PAM = positive allosteric modulators of human muscarinic M4 receptor; 360,000 compounds, 0.4% hits; activation, % at 3 µM; AID 624126; CHO-K1 hM4/Gqi5, Fluo-8 calcium fluorescence, ACh EC20; 0% = ACh EC20, 100% = maximal ACh;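 active = activation above its plate's cutoff, the mean activation of sample wells plus 3 SD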; also: some results filed as inactive read as strong as hits
* = called active by the depositor; / = no result given. Rows were taken by chance (roughly 2.6% active in at least one column).

SMILES | CRFR2-BP antag | CRFBP-R2 agonist | CHRM5 antagonist | CHRM5 agonist | M4 ag | M4 antag | CHRM5 PAM | M1 PAM | CHRM4 PAM
C=CCn1cc(/C=N/N2C(=O)C3C4C=CC(C4)C3C2=O)c2ccccc21 (configuration not stated) | 0 | -0.4 | 2 | 0 | 1 | 1 | -1 | 2 | -1
COc1ccc(CCNC(=O)COc2ccc3c(C)cc(=O)oc3c2)cc1OC | 8 | -0.1 | 3 | -2 | 1 | 2 | 0 | 11 | 2
CC(C)C(=O)NC(c1ccccc1)c1cc([N+](=O)[O-])c2cccnc2c1O (configuration not stated) | 12 | 0.0 | -3 | -3 | 0 | -3 | 3 | 9 | 0
CCCN(CC(=O)Nc1ccc(F)c(F)c1F)Cc1cc(=O)n2ccsc2n1 | -8 | -1.9 | 0 | -4 | 2 | -11 | 1 | 7 | 5
COCCNC(=O)CN(Cc1ccc(F)cc1)C(=O)CCC(=O)Nc1nccs1 | 4 | 0.3 | 0 | -1 | -1 | -3 | 3 | 6 | -1
CCN(CC(=O)Nc1cc(Cl)ccc1C)C(=O)C1CC(=O)N(Cc2ccccc2)C1 (configuration not stated) | -5 | -1.4 | 5 | -2 | 1 | -7 | 3 | 6 | 2
O=C(NNc1ccccc1)Nc1ccccc1F | 4 | -0.1 | 8 | -3 | 0 | 2 | 0 | 15 | -1
CCOC(=O)C1CCCN(C(=O)c2ccc3nc(-c4ccccc4)c(-c4ccccc4)nc3c2)C1 (configuration not stated) | -28 | -2.2 | 7 | -5 | 4 | -25 | -5 | -9 | -4
CC(C(=O)O)n1c(C(F)(F)F)nc2ccccc21 (configuration not stated) | -21 | 0.0 | 2 | -2 | 0 | -1 | 3 | 2 | -4
CSc1cccc2sc(NC(=O)C3=COCCO3)nc12 | 26 | 0.1 | -9 | -1 | 2 | -8 | 10 | 4 | 4
CCC(Oc1cc(Cl)ccc1Cl)C(=O)NN1C(=O)C2C3CCC(C3=C(C)C)C2C1=O (configuration not stated) | -33 | 1.7 | -8 | -7 | 0 | -3 | 3 | -7 | -4
COc1ccc(N2CCN(Cc3cc(OC)c(O)c([N+](=O)[O-])c3)CC2)cc1 | 0 | 0.7 | 6 | 2 | 1 | -8 | -3 | 14 | 7
CCCC(=O)Nc1nc(-c2ccc3c(c2)OCCO3)cs1 | 8 | 0.3 | -2 | 1 | 5 | -18 | -8 | -1 | -3
N/C(=N\OC(=O)c1ccc(Cl)cc1[N+](=O)[O-])c1ccccn1 | -21 | 3.3 | -4 | -1 | 0 | -1 | 8 | 20 | 11
ClCC1NCC(c2ccccc2Cl)c2c1[nH]c1ccccc21 (configuration not stated) | -20 | -2.4 | -12 | -3 | 2 | -13 | -7 | 1 | 6
CCOC(=O)c1c(C)[nH]c(C)c1S(=O)(=O)NCC1CCN(Cc2cccc(F)c2)CC1 | 5 | -0.7 | 0 | -8 | 0 | 0 | 2 | 5 | 1
C[C@@H]1CCC2[C@](C)(CO)[C@@H](O)CC[C@]2(C)[C@@]12C[C@](CO)(CC(=O)O)CO2 (some centres not stated) | 0 | 3.2 | 12 | 3 | 17 | 4 | -8 | -8 | -5
O=C(NC1CCCCCC1)c1ccc(Cl)c(S(=O)(=O)N2CCOCC2)c1 | 5 | -0.3 | 18 | 0 | 4 | -2 | -10 | 4 | -7
Cn1c(CNC(=O)c2ccco2)nnc1SCC(=O)N1CCN(c2ccccc2F)CC1 | 8 | -0.2 | 6 | -3 | 1 | -13 | 0 | 10 | 13
O=C(NCCCn1ccnc1)c1nc(Cn2cc(Br)cn2)no1 | 3 | 1.4 | -1 | -4 | 0 | 2 | 5 | 8 | 2

Arranged by SMILES length (ascending): part of the list above
SMILES | CRFR2-BP antag | CRFBP-R2 agonist | CHRM5 antagonist | CHRM5 agonist | M4 ag | M4 antag | CHRM5 PAM | M1 PAM | CHRM4 PAM
CSc1cccc2sc(NC(=O)C3=COCCO3)nc12 | 26 | 0.1 | -9 | -1 | 2 | -8 | 10 | 4 | 4
CC(C(=O)O)n1c(C(F)(F)F)nc2ccccc21 (configuration not stated) | -21 | 0.0 | 2 | -2 | 0 | -1 | 3 | 2 | -4
CCCC(=O)Nc1nc(-c2ccc3c(c2)OCCO3)cs1 | 8 | 0.3 | -2 | 1 | 5 | -18 | -8 | -1 | -3
ClCC1NCC(c2ccccc2Cl)c2c1[nH]c1ccccc21 (configuration not stated) | -20 | -2.4 | -12 | -3 | 2 | -13 | -7 | 1 | 6
N/C(=N\OC(=O)c1ccc(Cl)cc1[N+](=O)[O-])c1ccccn1 | -21 | 3.3 | -4 | -1 | 0 | -1 | 8 | 20 | 11
Cn1c(CNC(=O)c2ccco2)nnc1SCC(=O)N1CCN(c2ccccc2F)CC1 | 8 | -0.2 | 6 | -3 | 1 | -13 | 0 | 10 | 13
CCC(Oc1cc(Cl)ccc1Cl)C(=O)NN1C(=O)C2C3CCC(C3=C(C)C)C2C1=O (configuration not stated) | -33 | 1.7 | -8 | -7 | 0 | -3 | 3 | -7 | -4
CCOC(=O)c1c(C)[nH]c(C)c1S(=O)(=O)NCC1CCN(Cc2cccc(F)c2)CC1 | 5 | -0.7 | 0 | -8 | 0 | 0 | 2 | 5 | 1
C[C@@H]1CCC2[C@](C)(CO)[C@@H](O)CC[C@]2(C)[C@@]12C[C@](CO)(CC(=O)O)CO2 (some centres not stated) | 0 | 3.2 | 12 | 3 | 17 | 4 | -8 | -8 | -5

Other records follow:
SMILES | CRFR2-BP antag | CRFBP-R2 agonist | CHRM5 antagonist | CHRM5 agonist | M4 ag | M4 antag | CHRM5 PAM | M1 PAM | CHRM4 PAM
Cc1ccc(C(=O)N2CCCC(CCC(=O)NCc3ccccc3F)C2)cn1 (configuration not stated) | -3 | -2.2 | 16 | -1 | 0 | 4 | -10 | 2 | -2
Cc1ccc(C(=O)N/N=C/c2cccc(OC(=O)/C=C/c3ccco3)c2)cn1 | -21 | -1.6 | 2 | 2 | 15 | -8 | -8 | -5 | -1
CC(O)(c1ccccc1)c1nc(-c2ccc(Cl)cc2)cs1 (configuration not stated) | / | / | 2 | -1 | 1 | -11 | 0 | 2 | 3
COCCN(C(=O)c1ccco1)c1nc(-c2ccccc2)cs1 | 9 | -2.8 | -2 | -1 | 1 | -8 | 3 | 4 | 3
Cc1ccc(Cl)c(NC(=O)CN(C)CC(=O)Nc2ccc(F)c(F)c2F)c1Cl | 7 | -3.3 | -9 | 1 | 9 | -22 | 0 | 2 | -3
Cc1cc(C=O)c(C)n1-c1sc2c(c1C(=O)O)CCCC2 | -2 | -3.0 | 13 | 1 | 1 | -3 | -7 | 7 | -3
COc1ccc(N2CCN(Cc3cc(=O)oc4cc(C)c(Cl)cc34)CC2)cc1 | -21 | 0.1 | -6 | -7 | 0 | 2 | 9 | 0 | 8
O=C(Nc1ccc(NS(=O)(=O)c2ccccc2)c(Cl)c1)c1ccccc1 | 11 | -5.9 | 15 | -3 | 12 | 22 | -17 | -8 | -9
O=C(c1cc(-c2cccc(Cl)c2)on1)N1CCN(c2ccc(F)cc2)CC1 | -13 | 1.1 | -1 | -2 | 0 | -5 | 4 | 13 | -3
O=C1/C(=C/c2cccnc2)SC(=S)N1CC1CCCO1 (configuration not stated) | 2 | -0.3 | -8 | -3 | 3 | 2 | -9 | 11 | -3
Cc1ccc(NC(=O)C2CCCN2C(=O)Oc2ccccc2)cc1C (configuration not stated) | -11 | -2.1 | 7 | 0 | 0 | 9 | -7 | 5 | -1
COC(=O)c1ccc2c(c1)SC1=C(CCCC1=O)N2 | -47 | 9.9 | 10 | 0 | 1 | -8 | 1 | 5 | 5
Cn1c(C=O)c(C#CC(C)(C)O)c2ccccc21 | 3 | 4.1 | 8 | -5 | 0 | -10 | 6 | 6 | 21
CCc1cc2c(=O)n(C(C)C(=O)OC3CCCCC3)cnc2s1 (configuration not stated) | -11 | -0.5 | -6 | -3 | 3 | -9 | -4 | 11 | 4
CN1OC[C@@H]2CN(C(=O)CCc3ccccc3)[C@H](c3cccc(Oc4ccccc4)c3)C[C@@H]21 | 8 | -0.8 | -2 | -1 | 1 | -9 | -4 | 0 | 5
Cc1cccc(S(=O)(=O)N2CN(CC3CCCO3)c3nc4ccccc4nc32)c1 (configuration not stated) | -19 | -1.0 | 16 | -5 | 1 | 11 | -7 | -7 | -5
O=C(NC(c1ccccc1)c1ccccc1)N1CCN(CCO)CC1 | 37 | -1.6 | -5 | -1 | 0 | -2 | 5 | -4 | 5
CC(C)(O)C#Cc1ccc(C(=O)N2CCN(c3ccc(F)cc3)CC2)cc1 | 8 | 2.8 | -5 | -1 | 0 | -1 | -5 | 3 | 2
O=C(CCCCCN1C(=O)c2cccc([N+](=O)[O-])c2C1=O)NCCc1ccccc1 | 5 | -1.5 | -1 | -1 | 1 | -16 | -1 | 15 | 8
Cc1ccc(/C(O)=C/c2nc3ccccc3oc2=O)cc1 | -60 | 60* | 6 | -2 | 2 | -12 | -1 | 9 | 10
CCn1ncc(C2=NOC(C(=O)NCC(C)C)C2)c1C (configuration not stated) | 18 | 0.0 | 2 | -4 | 1 | 8 | 6 | 8 | -4
CC1CCN(c2ccc3nnc(CCC(=O)Nc4cc(F)ccc4F)n3n2)CC1 | 17 | -1.3 | 8 | -7 | 0 | 3 | 0 | 6 | 4
CC(C)c1nc(NCCN2CCOCC2)c(C#N)c2c1COC(C)(C)C2 | -4 | 0.8 | -4 | -8 | 0 | 9 | 6 | 1 | -1
COc1ccccc1C(=O)NCCC(=O)NCC1CCCCC1 | 5 | -2.5 | 7 | 0 | -1 | 0 | 4 | 7 | 3
Cc1ccnc(SCc2cc(=O)c(OC(=O)c3ccc(Cl)c([N+](=O)[O-])c3)co2)n1 | 20 | -1.6 | 0 | 1 | 0 | 6 | -1 | 0 | -6
O=C(O)CCN(Cc1ccccc1)S(=O)(=O)c1ccc(Cl)cc1F | -26 | -1.7 | 7 | 2 | 4 | 0 | 1 | 3 | -2
CN(C(=O)Cn1cccc1C1=NC(c2ccccc2)CO1)c1ccccc1 (configuration not stated) | 2 | -1.4 | 2 | 4 | 3 | -1 | -2 | 7 | 2
CCN(CC)c1nc2cc(C)ccc2cc1/C=C(\C#N)C(N)=O | -31 | -1.8 | 0 | -3 | 1 | -11 | 3 | 4 | 5
Cc1cc(SCC(=O)Nc2cccc(S(=O)(=O)NC3=NCCCCC3)c2)c(C)cc1Br | -6 | 0.3 | 5 | -3 | 4 | 7 | -9 | -2 | -10
O=C(NCC1CCCO1)C1CCN(S(=O)(=O)c2cc(Cl)ccc2Cl)CC1 (configuration not stated) | 1 | -0.8 | 6 | 0 | 2 | -7 | -1 | -2 | -1
O=C(O)c1[nH]c2ccccc2c1C(c1cccc(O)c1)c1c(C(=O)O)[nH]c2ccccc12 | -14 | 1.2 | 8 | -2 | 6 | -2 | -4 | 14 | -1
CCCCNC(=O)Cn1nc(-c2ccc(C)cc2)ccc1=O | -6 | -9.2 | 12 | -2 | 1 | 10 | 0 | 8 | 1
O=S(=O)(CC(O)COc1ccccc1Cl)c1ccccc1 (configuration not stated) | 11 | -1.4 | 0 | -2 | 2 | 4 | 3 | 2 | 1
COc1ccc(/C=C/C(=O)OCC(=O)c2c(N)n(C)c(=O)n(C)c2=O)cc1 | -26 | -0.6 | 4 | -2 | 1 | -2 | -4 | 5 | -4
CCN(CCO)Cc1csc2cccc(Br)c12 | 83* | -3.0 | 5 | -5 | 0 | 5 | -1 | 6 | -1
